# Screens deposited in PubChem by several laboratories.
# GSH bead fluor – compound fluoresces at 488/530 nm on GSH beads. GSH beads flow cytometry, compound fluorescence 488/530 nm; hits give high values. fluorescence (KMESF) at 10 µM. 0.25% of 190,000 active; in the data active = fluorescence above about 89;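 note: glutathione beads carrying GST-tagged Bcl family fusion proteins plus one bare bead set; values are compound well signal with DMSO vehicle wells as background; inactives centre near 16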
# RGS4-Gao reg – human RGS4-Galphao interaction regulation. binding response (% of control), % at 10 µM. AID 1415. 0.33% of 220,000 active. P09471. Multiplexed bead flow cytometry, RGS4-Galphao binding; actives lie on both sides; in the data active = binding response below about 49% or above about 150%; inactive = in between;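 note: fluorescent Galphao activated with aluminum fluoride binding bead-coupled RGS4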
# Target sequence (P09471 whole entry, looked up): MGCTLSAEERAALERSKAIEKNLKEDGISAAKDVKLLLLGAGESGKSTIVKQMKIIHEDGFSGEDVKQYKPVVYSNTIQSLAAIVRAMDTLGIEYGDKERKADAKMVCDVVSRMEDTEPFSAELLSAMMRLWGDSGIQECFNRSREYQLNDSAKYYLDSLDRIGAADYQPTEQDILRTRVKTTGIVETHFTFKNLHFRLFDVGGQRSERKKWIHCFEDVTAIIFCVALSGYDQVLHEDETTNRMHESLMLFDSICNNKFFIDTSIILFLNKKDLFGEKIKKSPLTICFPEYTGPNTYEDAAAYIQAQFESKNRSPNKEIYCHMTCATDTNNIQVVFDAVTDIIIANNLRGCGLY
# Mcl1 Noxa PPI – disrupts binding of human Mcl-1 to Noxa peptide. 1.5% of 220,000 active. inhibition, % at 21.7 µM. Q07820. TR-FRET Mcl-1/Noxa peptide binding, 2 h;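 active = compounds that cut the protein-peptide binding signal by more than 50% relative to plate controls in a single-dose test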;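 note: His-tagged Mcl-1 with rhodamine Noxa BH3 peptide and terbium anti-His antibody; 0% = Mcl-1 plus Noxa peptide wells and 100% = peptide-only wells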
# Avidin bead fluor – avidin bead compound fluorescence profile; Avidin beads, compound fluorescence 488/530 nm, flow cytometry; hits give high values; fluorescence (KMESF) at 10 µM; 0.38% of 220,000 active; AID 1775; in the data active = fluorescence above about 47; note: inactives centre near 10
# Pf gametocyte – inhibitors of late stage P. falciparum gametocyte viability | P. falciparum stage V gametocytes, ATP luminescence, 24 h | inhibition, % at 10.9 µM | 0.065% of 150,000 active | AID 743093;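 active = inhibition above the mean plus 3 SD of compounds within the control limits, set per campaign, cut at about 38% in these data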;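 note: 0% = DMSO wells and 100% = medium only without gametocytes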
# ABCG2 inh – human ABCG2 inhibition, ABCB1 as counter-screen. 0.1% of 190,000 active. AID 1325. IgMXP3 cells, JC-1 efflux, flow cytometry. inhibition, % at 6.6 µM;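 active = inhibition above 80%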;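 note: 0% = DMSO and 100% = nicardipine control wells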
# Target sequence (Q9UNQ0 whole entry, looked up): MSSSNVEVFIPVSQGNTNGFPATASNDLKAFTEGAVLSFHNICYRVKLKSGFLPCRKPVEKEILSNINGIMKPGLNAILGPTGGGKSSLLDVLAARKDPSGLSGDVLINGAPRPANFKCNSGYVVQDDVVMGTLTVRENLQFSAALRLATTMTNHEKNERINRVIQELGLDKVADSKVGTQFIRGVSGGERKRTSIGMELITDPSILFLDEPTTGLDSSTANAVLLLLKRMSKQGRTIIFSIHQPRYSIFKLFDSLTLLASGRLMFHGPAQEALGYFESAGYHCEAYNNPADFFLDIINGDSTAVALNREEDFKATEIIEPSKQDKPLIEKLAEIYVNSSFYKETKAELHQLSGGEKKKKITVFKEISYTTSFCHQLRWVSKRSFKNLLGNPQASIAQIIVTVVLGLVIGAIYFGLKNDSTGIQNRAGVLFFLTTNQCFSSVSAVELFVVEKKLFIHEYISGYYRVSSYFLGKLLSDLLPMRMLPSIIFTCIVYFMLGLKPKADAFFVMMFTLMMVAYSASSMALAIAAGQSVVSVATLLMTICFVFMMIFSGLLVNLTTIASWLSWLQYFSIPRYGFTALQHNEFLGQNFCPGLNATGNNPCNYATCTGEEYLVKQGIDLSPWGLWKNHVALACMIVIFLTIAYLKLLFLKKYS
#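 System: two drug-resistant human cell lines, ABCG2 and ABCB1; controls: nicardipine high and DMSO low controls; times: 10 min exposure at 25 °C with rotation, no wash; detection: flow cytometry of retained JC-1 fluorescence; read-out basis: percent efflux inhibition, scaled nicardipine 100% to DMSO 0%; doses: one concentration, 6.6 µM final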
# RGS8-Gao reg – regulators of human RGS8-Galphao interaction; 0.34% of 220,000 active; response (percent of control binding), % at 10 µM; AID 1423; P09471; multiplexed bead flow cytometry, RGS8-Galphao binding; actives lie on both sides; in the data active = response below about 60% or above about 140%; inactive = in between;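 note: Galphao activated as the GDP aluminium fluoride complex binding bead-coupled RGS8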
# Bim-Mcl-1 – inhibitors of Bim-Mcl-1 interaction, human | inhibition, % at 10 µM | 0.1% of 190,000 active | Bead-based flow cytometry, Bim peptide-Mcl-1 binding | Q07820; in the data active = inhibition above about 40%;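 note: 0% = no compound tracer wells and 100% = peptide blocker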
# RGS7-Gao reg – regulators of human RGS7-Galphao interaction; 0.35% of 220,000 active; binding response (% of control), % at 10 µM; Multiplexed bead flow cytometry, RGS7-Galphao binding; actives lie on both sides; in the data active = binding response below about 49% or above about 150%; inconclusive = no clear call, values can overlap the other calls; inactive = in between;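 note: fluorescent Galphao held in activated GDP-AlF4 state binding bead-coupled RGS7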
# ABCB1 block – inhibitors of human ABCB1 transporter, ABCG2 counter-screen; P08183; CCRF-Adr cells, JC-1 efflux, flow cytometry; inhibition, % at 6.6 µM; 0.067% of 190,000 active; AID 1326; in the data active = inhibition above about 40%;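 note: 0% = vehicle and 100% = reference inhibitor; higher value means more JC-1 retained so stronger ABCB1 efflux block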
# Mcl1 Bid PPI – Mcl-1/Bid interaction inhibition; TR-FRET Mcl-1/Bid-Dy647 peptide binding, 1536-well; inhibition, % at 21.7 µM; 0.97% of 220,000 active; AID 1021;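 active = compounds that cut the binding signal by more than half at the single screening dose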;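 note: His-tagged Mcl-1 with europium anti-His antibody binding Bid BH3 peptide; 0% = Mcl-1 plus peptide wells and 100% = peptide-only wells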
# An asterisk follows results filed as active; ? = inconclusive; / = not tested or not shown.
# The line under a structure holds: GSH bead fluor, RGS4-Gao reg, Mcl1 Noxa PPI, Avidin bead fluor, Pf gametocyte, ABCG2 inh, RGS8-Gao reg, Bim-Mcl-1, RGS7-Gao reg, ABCB1 block, Mcl1 Bid PPI
Cc1ccc(C)c(NC(=S)N(Cc2ccco2)C(C)c2cccs2)c1 (stereo unspecified)
→ 18, 102, 4, 11, -4, 5, 101, -1, 98, 0.7, -27
COc1ccc(CCNC(=O)Cc2cc(OC)c(OC)cc2[N+](=O)[O-])cc1OC
→ 26, 98, 0, 34, 4, 0, 100, -2, 98, 0.0, -9
COc1ccc(/C=C(/C#N)C(=O)Nc2cccc(C)c2C)cc1C(=O)O
→ 32, 101, 19, 13, /, 11, 102, 0, 99, 0.6, 16
COc1ccc(C(=O)O)cc1F
→ 12, 105, 17, 9, 0, 5, 106, -5, 102, 0.1, 2
O=C(CCSCCC(=O)Nc1ccccc1F)Nc1ccccc1F
→ 8, 87, 25, 1, /, 0, 89, -4, 86, 0.3, -15
CCOc1ccccc1Nc1nnc(SCC(=O)NC(=O)c2cccn2C)s1
→ 4, 96, 24, 7, 5, 22, 79, -2, 94, 2.1, -27
COc1cccc(NC(=O)c2cc(-c3ccncc3)nc3c(C)cc(C)cc23)c1
→ 18, 99, 6, 9, 11, 12, 99, -1, ?, 3.3, -33
C/C(=N\Nc1ccc([N+](=O)[O-])cc1)c1cc2ccccc2o1
→ 15, 101, 28, 10, -60, 11, 100, -3, 107, 2.6, 6
CCNC(=O)c1ccccc1CCc1ccccc1
→ 10, 98, 0, 9, 3, 4, 100, -2, 99, -0.3, -10
c1ccc(-c2cn(-c3ccccc3)c3ncnc(N4CCCCC4)c23)cc1
→ 15, 103, 21, 11, 7, -1, 103, -3, 100, -0.6, -29
C/C(=N\NC(=O)c1ccc([N+](=O)[O-])c(C)c1)c1ccccc1Cl
→ 12, 102, 28, 4, 6, 28, 102, -3, 101, 3.0, 1
CC(NS(=O)(=O)c1ccccc1)C(c1cccs1)N1CCOCC1 (stereo unspecified)
→ 17, 101, 0, 5, /, -1, 111, -3, 102, 0.6, 2
CS(=O)(=O)N(Cc1ccccc1F)c1ccccc1
→ 18, 102, -14, 6, /, 1, 101, -2, 99, 1.3, 8
O=C(O)c1c2c(nc3ccc(Cl)cc13)CCC2
→ 22, 100, 19, 12, -13, 0, 101, 4, 103, 0.2, -18
COc1ccc(-n2nc(C(=O)NCC(=O)NCC3CCCO3)c3ccccc3c2=O)c(OC)c1 (stereo unspecified)
→ 12, 98, 19, 21, 6, 1, 102, -1, 100, 0.1, -15
O=C(O)COc1cccc(NC(=O)c2ccccc2)c1
→ 19, 94, 12, 4, /, 2, 79, -4, 94, 1.0, -14
NS(=O)(=O)c1ccc(CNC(=O)C23CC4CC(CC(C4)C2)C3)cc1
→ 15, 106, -8, 6, /, 0, 102, 2, 106, 0.1, -21
CC(C)(C)[C@H]1C=C(C(=O)N2CCN(Cc3ccccc3)CC2)O[C@@H](OCc2ccc(CO)cc2)C1
→ 18, 112, 7, 6, 0, 11, 107, -1, 115, 2.7, -1
COc1ccc(-c2nc3ccccc3c(=O)n2-c2c(C)n(C)n(-c3ccccc3)c2=O)cc1
→ /, 98, 7, 8, -14, /, 96, /, ?, /, -12
Cc1nnc(SCc2cc(=O)[nH]c(=S)[nH]2)s1
→ 24, 105, -3, 12, -33, 0, 107, 3, 106, 0.1, -54
O=C(COC(=O)Cc1ccc(Br)cc1)NC1CCCCCC1
→ 13, 100, -1, 9, -3, 12, 102, -1, ?, 3.0, -31
CCOCCn1c(CN2CCN(c3ccc(F)cc3)CC2)nc2c1c(=O)n(C)c(=O)n2C
→ 10, 101, -17, 18, -6, 3, 102, -1, 99, 1.0, -67
CCOc1cc(NC(=S)NCC2CCCO2)c(OCC)cc1NC(=O)c1ccc(C)cc1 (stereo unspecified)
→ 11, 102, 13, 11, 2, 19, 100, -1, 103, 1.8, -45
CCOC(=O)CCP(=O)(O)C(O)c1ccccc1 (stereo unspecified)
→ 36, 98, -6, 11, 7, 4, 100, -4, 103, 0.3, -20
CCOC(=O)N1CCN(C(=O)C(=O)NNC(=O)COc2ccc(Cl)cc2)CC1
→ 13, 103, -3, 5, /, 2, 102, -8, 104, -0.4, -16
COc1ccc(-c2nc(CN3CCN(c4ncccn4)CC3)c(C)o2)cc1C
→ 11, 100, 2, 13, /, 1, 103, -2, 101, -0.6, -1
On1nnc2cc(C(F)(F)F)ccc21
→ 13, 99, 0, 9, -19, 2, 99, 0, ?, -0.2, -15
Cc1cc(C)c(C)c(S(=O)(=O)N2CCN(CC(=O)Nc3ccc([N+](=O)[O-])cc3)CC2)c1C
→ 12, 98, 16, 15, 6, 4, 100, 0, 98, 0.7, -1
COc1ccc(OCC(=O)NNc2nc3ccccc3s2)cc1
→ /, 102, -56, 5, 25, /, 100, /, ?, /, -115
CC1=CCC2C(=O)N(c3ccc(S(N)(=O)=O)cc3)C(=O)C2C1 (stereo unspecified)
→ /, 100, 9, 8, 5, /, 102, /, ?, /, -59

# Of the compounds above, these have a nitro group on carbon:
# The line under a structure holds: GSH bead fluor, RGS4-Gao reg, Mcl1 Noxa PPI, Avidin bead fluor, Pf gametocyte, ABCG2 inh, RGS8-Gao reg, Bim-Mcl-1, RGS7-Gao reg, ABCB1 block, Mcl1 Bid PPI
COc1ccc(CCNC(=O)Cc2cc(OC)c(OC)cc2[N+](=O)[O-])cc1OC
→ 26, 98, 0, 34, 4, 0, 100, -2, 98, 0.0, -9
C/C(=N\Nc1ccc([N+](=O)[O-])cc1)c1cc2ccccc2o1
→ 15, 101, 28, 10, -60, 11, 100, -3, 107, 2.6, 6
C/C(=N\NC(=O)c1ccc([N+](=O)[O-])c(C)c1)c1ccccc1Cl
→ 12, 102, 28, 4, 6, 28, 102, -3, 101, 3.0, 1
Cc1cc(C)c(C)c(S(=O)(=O)N2CCN(CC(=O)Nc3ccc([N+](=O)[O-])cc3)CC2)c1C
→ 12, 98, 16, 15, 6, 4, 100, 0, 98, 0.7, -1

# Following part.
Structure	GSH bead fluor	RGS4-Gao reg	Mcl1 Noxa PPI	Avidin bead fluor	Pf gametocyte	ABCG2 inh	RGS8-Gao reg	Bim-Mcl-1	RGS7-Gao reg	ABCB1 block	Mcl1 Bid PPI
COCCNc1nc2nonc2nc1N(C)Cc1cccc2cnccc12	11	102	-4	19	/	8	104	-1	98	0.9	-2
O=C(CN1C(=O)C2CCCCC2C1=O)Nc1nccs1 (stereo unspecified)	12	99	18	9	0	-1	98	-2	96	-0.5	-21
C(=N\Nc1nc(N2CCCC2)nc(N2CCCC2)n1)/c1ccncc1	14	103	25	34	5	10	99	-5	148	0.5	-5
COC(=O)C1(C(C[N+](=O)[O-])c2ccco2)C(=O)NCC1c1ccccc1 (stereo unspecified)	/	103	10	5	8	/	102	/	?	/	-42
Cc1ccc(-n2cc(-c3ccccc3)c3c(NN4CCOCC4)ncnc32)cc1	6	101	18	13	4	6	102	-1	100	2.9	-35
CC(C)OC(=O)c1nnc(Cc2ccc(F)cc2)o1	19	103	0	9	/	-5	111	1	103	-2.2	-19
NC(=S)N/N=C/c1cc([N+](=O)[O-])ccc1OCCOc1ccccc1	21	97	7	14	6	3	98	-1	100	0.6	-30
COc1ccccc1NC(=O)CN1CCCCC1	19	95	14	31	-21	0	102	-4	96	0.0	-17
Oc1c(C(c2ccccn2)N2CCC(Cc3ccccc3)CC2)cc(Cl)c2cccnc12 (stereo unspecified)	10	100	14	10	0	0	102	2	93	0.1	4
Cn1c(=O)[nH]c(=O)c2c1nc(CN1CCN(c3cccc(Cl)c3)CC1)n2Cc1ccccc1Cl	24	94	-3	7	/	5	94	6	93	1.9	-5
NCCCCNCCCN	/	76	0	7	/	/	85	/	?	/	-23
O=C(OC1CCCCC1=O)c1cc(=O)c2ccccc2o1 (stereo unspecified)	5	108	15	7	/	2	105	-4	104	0.4	1
N/C(=N\OC(=O)CCC(=O)O)c1ncc(C(F)(F)F)cc1Cl	14	103	13	10	-33	-1	100	-2	99	-0.1	-2
CCCNS(=O)(=O)c1ccc(N2CCCC2=O)c([N+](=O)[O-])c1	6	99	-12	1	-17	0	102	0	99	0.2	-10
CCOC(=O)c1cc(/C(C)=N/OC(=O)c2ccc(C(C)(C)C)cc2)on1	/	79	-5	5	8	/	86	/	?	/	-3
O=C(NCCN=C1NS(=O)(=O)c2ccccc21)c1ccc2nccnc2c1	18	99	14	3	2	0	100	3	99	0.1	-7
CCN1CCN(C(c2cccs2)C(C)NS(=O)(=O)c2ccc(C)cc2)CC1 (stereo unspecified)	11	105	-3	27	8	1	108	-1	109	0.6	2
COc1ccccc1Nc1ncnc2ccc(C)cc12	39	107	6	12	/	5	106	-2	103	-0.5	-20
CC1Cc2ccccc2N1C(=O)COc1cccc(-n2cnnn2)c1 (stereo unspecified)	6	95	-4	19	/	4	93	1	92	0.4	-48
COC(=O)CCC(=O)NS(=O)(=O)c1ccc(N=NN2CCOCC2)cc1	11	93	16	13	20	0	97	0	101	0.1	0
O=C1NC(c2ccccc2)(C(F)(F)F)SC2=NCCCN12 (stereo unspecified)	35	98	2	14	/	2	104	3	102	0.4	0
COc1c(Cl)cc(Cl)cc1CNCCO	21	100	8	6	2	3	103	-1	99	0.6	-2
COc1cccc(C=Nc2ccccc2C(=O)Nc2nccs2)c1OC	42	102	-4	7	21	11	101	-8	104	-0.9	-82
Cc1nn(CCC#N)c(N)c1C1(O)C(=O)Nc2c(Cl)cc(Cl)cc21 (stereo unspecified)	/	114	-73	4	-6	/	105	/	?	/	-19
CC(NC(=O)CCCCCCN1C(=O)c2ccccc2C1=O)c1ccc2c(c1)CCCC2 (stereo unspecified)	9	103	-3	7	8	0	107	-3	106	3.1	-5
Clc1ccc(Cn2ncc3c(NCc4ccccc4)ncnc32)c(Cl)c1	21	104	-2	11	15	1	103	-3	97	0.4	2
CC(C)Nc1nc(NC(C)C)nc(N(C#N)C(C)C(=O)N(C)C)n1 (stereo unspecified)	13	94	4	8	/	1	98	3	94	0.8	-9
COC(=O)Cn1cc(C(=O)OC)cc(Br)c1=O	24	96	-2	15	/	1	98	0	103	0.2	-8
